CRFBP-R2 agonist: CRF-BP/CRF-R2 complex agonism; AID 588473; activation, % at 13.2 µM; HEK293 CRF-R2/CRF-BP, calcium dye fluorescence (FLIPR); percent of saturating CRF peptide response; 350,000 tested, 0.46% active;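 active means activation of at least 50%, plus an integration ratio under a set limit after plate pattern correction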;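 further: plate controls were neutral control wells without compound for no effect and CRF at EC100 for full effect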
CHRM5 PAM: potentiates acetylcholine response at human M5 receptor | P08912 | CHO-K1 hM5, Fluo-8 calcium, ACh EC20 PAM; 0% = ACh EC20, 100% = ACh EC100 | activation, % at 3 µM | 360,000 tested, 0.3% active | AID 624038;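 active means activation above the run cutoff, the mean activation of all test compounds plus 3 SD, cut at about 18% in these data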
Target sequence (P08912 whole entry, looked up): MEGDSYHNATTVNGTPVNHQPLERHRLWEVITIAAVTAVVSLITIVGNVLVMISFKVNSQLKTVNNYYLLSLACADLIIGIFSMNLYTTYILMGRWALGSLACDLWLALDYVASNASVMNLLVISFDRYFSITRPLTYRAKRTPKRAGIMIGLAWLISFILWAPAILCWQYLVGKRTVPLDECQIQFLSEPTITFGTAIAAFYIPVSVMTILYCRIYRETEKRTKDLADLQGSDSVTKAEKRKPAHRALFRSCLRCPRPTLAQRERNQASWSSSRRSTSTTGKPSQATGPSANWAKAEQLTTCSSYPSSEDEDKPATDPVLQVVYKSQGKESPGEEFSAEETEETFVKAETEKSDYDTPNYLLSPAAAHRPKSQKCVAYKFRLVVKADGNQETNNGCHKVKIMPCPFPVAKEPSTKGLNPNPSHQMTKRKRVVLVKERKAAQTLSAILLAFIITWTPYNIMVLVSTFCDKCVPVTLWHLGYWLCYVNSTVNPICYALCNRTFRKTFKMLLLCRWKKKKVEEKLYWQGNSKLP
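System: CHO-K1 cell line with stable human muscarinic M5 receptor expression | Also added: EC20 acetylcholine as agonist stimulus | Compound: One concentration, 3 µM final (nominal) | Timing: Fluo-8 loading 80 min at 37 °C plus 30 min room temperature | Measured by: Fluo-8 calcium dye fluorescence, kinetic read | Read-out basis: % activation, ACh-normalized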
M1 PAM parental: counter-screen for M1 PAMs: effect in parental CHO-K1 cells; ATP EC20, Fluo-8 calcium fluorescence; 0% at ATP EC20, 100% at ATP max; activation, % at 3 µM; 360,000 tested, 0.02% active; AID 602247;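 active means activation above the run cutoff, the mean activation of all test compounds plus 3 SD, cut at about 40% in these data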;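 further: peak over basal fluorescence ratio in a 140 s read after ATP addition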
M5 antag: CHRM5 antagonism in calcium assay; inhibition, % at 3 µM; 360,000 tested, 0.59% active; AID 624040; P08912; CHO-hM5 cells, Fluo-8 calcium fluorescence, ACh EC80;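 active means inhibition above a per-plate cutoff, the mean of that plate's test compounds plus 3 SD, cut at about 27% in these data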;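 further: 0% = acetylcholine EC80 with DMSO and 100% = DMSO without agonist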
CHRM4 PAM: potentiates acetylcholine response at human M4 receptor; P08173; CHO-K1 hM4/Gqi5, Fluo-8 calcium fluorescence, ACh EC20; 0% = ACh EC20, 100% = maximal ACh; activation, % at 3 µM; 360,000 tested, 0.4% active; AID 624126;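 active means activation above its plate's cutoff, the mean activation of sample wells plus 3 SD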; further: some results filed as inactive read as strong as hits
CHRM5 agonist: CHRM5 agonism in calcium assay; CHO-K1 hM5 cells, Fluo-8 calcium fluorescence; 0% DMSO wells, 100% maximal acetylcholine response; activation, % at 3 µM; 360,000 tested, 0.19% active; AID 624037;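 active means activation above the run's mean over test compounds plus 3 SD, cut at about 23% in these data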;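 further: signal is peak over basal fluorescence ratio across the kinetic read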
TAAR1 antag: antagonists of human TAAR1 | 360,000 tested, 1.5% active | inhibition, % at 3 µM | CHO RD-HGA16 TAAR1, Fluo-8 calcium fluorescence, antagonist | Q96RJ0;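 active means inhibition above a per-plate cutoff, the mean inhibition of test compounds on that plate plus 3 SD, cut at about 49% in these data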;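 further: 0% = DMSO plus EC80 beta-PEA response and 100% = DMSO alone without agonist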
Target sequence (Q96RJ0 whole entry, looked up): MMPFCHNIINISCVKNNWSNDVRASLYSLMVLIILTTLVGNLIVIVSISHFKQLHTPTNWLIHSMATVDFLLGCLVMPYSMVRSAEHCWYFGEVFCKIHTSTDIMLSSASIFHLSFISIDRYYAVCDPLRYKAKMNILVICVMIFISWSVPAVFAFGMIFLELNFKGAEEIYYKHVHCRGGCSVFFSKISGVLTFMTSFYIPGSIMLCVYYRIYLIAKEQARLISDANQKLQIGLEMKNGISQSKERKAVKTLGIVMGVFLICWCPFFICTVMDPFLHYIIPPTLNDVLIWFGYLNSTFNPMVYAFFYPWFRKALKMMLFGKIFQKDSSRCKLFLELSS
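Test system: hTAAR1-expressing CHO RD-HGA16 cells, Gα16-coupled; Probe or stimulus: EC80 β-phenethylamine stimulus; Compound dosing: single nominal final test compound concentration of 3 µM; Timing: 140 s kinetic read after compound, 140 s after agonist; Signal: Fluo-8 calcium-sensitive fluorescence; Measure: % inhibition of agonist calcium response; Controls: DMSO and EC80 PEA controls.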
TAAR1 agonist: human TAAR1 agonism. Q96RJ0. CHO RD-HGA16 TAAR1, Fluo-8 calcium fluorescence; vehicle wells 0%, saturating PEA agonist 100%. activation, % at 3 µM. 360,000 tested, 0.99% active;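 active means activation above the mean activation of all test compounds in the run plus 3 SD, cut at about 38% in these data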
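Assay system – CHO-derived RD-HGA16 cells with stable Gα16 and human TAAR1 · Compound dosing – one-point dosing at 3 µM (nominal) · Incubation – 17-24 h seeding, 75 min 37 °C dye, 30 min RT · Measured by – kinetic Fluo-8 calcium fluorescence · Control set – DMSO vehicle as 0%, PEA at EC100 as 100% · Repeats – single well for each compound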
CRFR2-BP antag: antagonists of CRF-binding protein/CRF-R2 receptor complex; HEK293 CRF-R2/CRF-BP, CRF-induced calcium fluorescence; inhibition, % at 11.8 µM; 350,000 tested, 0.59% active; AID 588475;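 active means inhibition of the ligand-induced calcium signal above about 50% at the single tested concentration, limit read from the data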
The depositor's hits bear a star; / = no result given.

canonical_smiles	CRFBP-R2 agonist	CHRM5 PAM	M1 PAM parental	M5 antag	CHRM4 PAM	CHRM5 agonist	TAAR1 antag	TAAR1 agonist	CRFR2-BP antag
CCn1c(SCC(=O)Nc2ccccc2)nc2nc3c(cc2c1=O)COC(C)(C)C3	0.5	/	/	/	/	/	2	6	2
O=C(Nc1ccccc1)[C@@H]1CCCN1S(=O)(=O)c1ccc(Cl)cc1	-1.6	0	6	3	7	1	-13	3	5
Cn1nnnc1Sc1ncnc2scc(-c3ccc(Cl)cc3)c12	5.6	-8	-18	7	-9	-8	-1	-1	-2
COc1ccc(C[C@@H]2CN3C(=NC[C@@H]3C)N2CCNC(=O)c2ccc(C)c(Br)c2)cc1	0.3	-10	1	-3	-12	-11	4	45*	-11
CN(C(=O)c1ccccc1-c1ccccc1C(=O)O)c1ccccc1	-0.1	4	4	8	-3	2	3	-1	0
Cc1cccnc1CC(C)NC(=O)c1cc(COc2cncc(Cl)c2)on1 (stereo unspecified)	-1.4	-1	-4	-1	-1	-5	-9	2	-6
O=C(c1cc(-c2cccnc2)nc2ccc(Br)cc12)N1CCN(c2ncccn2)CC1	3.4	-7	4	2	5	2	51*	20	-42
Cc1cc(=O)n2nc(N3CCC(C(=O)N4CCN(c5ccccc5)CC4)CC3)sc2n1	-2.8	5	22	-4	-1	-4	-9	-2	14
O=S(=O)(Cc1ccccc1)Nn1cnnc1	-1.6	-4	17	2	7	-3	2	4	2
CCOc1ncccc1C(=O)Nc1ccccc1C(=O)NCc1ccc2c(c1)OCO2	-4.2	-10	3	15	-5	-10	14	15	-3
CC(=O)Nc1ccc(-c2nc3c(C)cccc3[nH]2)cc1	-0.9	-1	15	3	18	2	5	2	6
O=[N+]([O-])c1ccc(S(=O)(=O)Nc2nc(-c3ccccc3)cs2)cc1	-4.0	-11	5	2	-4	-2	18	-1	45
COc1cccc(-c2nnc(SCC(=O)Nc3cc(C)on3)o2)c1	-0.4	-2	5	-5	21	0	-12	5	-23
Cc1cc(C)c(S(=O)(=O)N(C)CC(=O)NCc2ccncc2)c(C)c1	-0.9	-12	-11	12	0	-11	-1	2	0
O=C(COC(=O)CSc1ccc(Br)cc1)NCc1ccco1	-2.4	4	-9	4	5	-5	-25	0	19
Cn1c(SCCOc2cccc(Cl)c2)nnc1-c1ccncc1	-1.3	3	12	-1	-1	-4	-5	3	-6
Cc1ccccc1OCc1ccc(C(=O)N2CCOCC2)o1	0.5	4	-2	4	-1	-3	-20	2	-17
Nc1ccc(N2CCCC2)c(S(=O)(=O)Nc2cccc(C(F)(F)F)c2)c1	0.0	-4	9	12	4	3	25	-1	0
CCCNC(=O)c1cccc(Br)c1	-0.9	1	-1	2	2	-1	-14	6	-8
C/C(=N\NC(=O)C(C)Oc1ccc([N+](=O)[O-])cc1)c1ccccn1 (stereo unspecified)	0.3	-6	-9	-1	4	1	9	8	55*
CCOC(=O)[C@]12CCCC=C1N(CCc1ccc(OC)c(OC)c1)C(=O)[C@H](CC(=O)NCC13CC4CC(CC(C4)C1)C3)C2	/	1	/	-8	-19	-2	4	-2	/
Cc1nnc(N(Cc2ccco2)C(=O)c2cccc(C#N)c2)s1	-1.1	-3	9	2	2	-3	12	9	-2
O=C(NCCCN1CCCC1=O)C(=O)NCC1OCCN1S(=O)(=O)c1ccc(Cl)cc1 (stereo unspecified)	-1.6	-2	-13	12	8	-5	-4	1	5
O=Cc1ccc(C(=O)OCC(=O)NC(=O)Nc2ccccc2F)cc1	-2.4	-5	8	14	5	2	/	/	-5
Cc1ccc(/C=C2\C(=O)ON=C2c2ccccc2)o1	1.7	-10	24	17	-7	0	17	7	-8
CCc1cc(C(=O)N2CCN(C(=O)c3ccco3)CC2)sc1C	-1.1	-1	-11	1	3	5	-15	0	5
O=S(=O)(CCc1nc2ccccc2[nH]1)c1ccc(Cl)cc1	0.5	1	12	-14	23*	1	-28	3	10
CC1(C)CC(=O)C2=C(C1)N(c1cccnc1)C(N)=C(C#N)C2c1cccs1 (stereo unspecified)	-0.8	-4	15	5	1	0	1	0	-7
CCOc1cccc(C2C(C(=O)c3ccco3)=C(O)C(=O)N2Cc2ccncc2)c1 (stereo unspecified)	-0.8	8	14	-4	0	-4	14	0	-7
CCOc1ccc(C(=O)NCC(=O)N2CCCC2)cc1	2.1	-6	-7	12	2	-2	-6	0	-3
Cc1ccc(OCCCCN2CCCCC2)c(Br)c1	2.4	-2	-4	1	-15	-5	19	4	-24
CCN(C(=O)c1cc2c(=O)[nH]c3ccc(C)cc3c2s1)c1ccccc1F	1.0	2	15	3	-7	4	-12	3	-3
C/C(=N\NC(=O)CCC(=O)N/N=C(\C)c1ccc(C)o1)c1ccc(C)o1	-4.5	3	14	-2	1	-1	-28	3	6
C=CCc1ccc(OC(=O)NC2CCCCC2)c(OC)c1	-0.5	-2	17	2	7	-4	-17	-2	-2
O=C(O)CNC(=O)c1ccc(NC(=O)/C(=C/c2ccccc2)NC(=O)c2ccccc2Br)cc1	-0.2	0	0	4	1	-2	-12	3	-1
COc1ccc(CCNC(=O)C/C(C)=N/NC(=O)c2cnccn2)cc1	2.1	2	-7	-6	3	-2	-20	4	-2
O=C(Nc1ncc2c(n1)CC(c1ccco1)CC2=O)c1ccco1 (stereo unspecified)	-0.8	-8	9	12	-9	2	-34	2	3
c1ccc(-c2nnc(CSc3nc4ccccc4[nH]3)o2)cc1	-0.6	-5	5	1	-4	0	10	5	-2
CCCNC(=O)c1c(N)n(-c2cc(OC)cc(OC)c2)c2nc3ccccc3nc12	-1.8	6	23	-4	7	-2	14	5	-8
Cc1nc(-c2ccccc2)sc1C(=O)CSc1ccc(F)cc1	1.9	-3	21	0	0	-3	35	3	-2

Complete entries, looked up by structure.
Record of C=CCc1ccc(OC(=O)NC2CCCCC2)c(OC)c1 → CRFBP-R2 agonist = -0.5; CHRM5 PAM = -2; M1 PAM parental = 17; M5 antag = 2; CHRM4 PAM = 7; CHRM5 agonist = -4; TAAR1 antag = -17; TAAR1 agonist = -2; CRFR2-BP antag = -2
Record of O=C(Nc1ncc2c(n1)CC(c1ccco1)CC2=O)c1ccco1 (stereo unspecified) → CRFBP-R2 agonist = -0.8; CHRM5 PAM = -8; M1 PAM parental = 9; M5 antag = 12; CHRM4 PAM = -9; CHRM5 agonist = 2; TAAR1 antag = -34; TAAR1 agonist = 2; CRFR2-BP antag = 3

(further entries)
canonical_smiles	CRFBP-R2 agonist	CHRM5 PAM	M1 PAM parental	M5 antag	CHRM4 PAM	CHRM5 agonist	TAAR1 antag	TAAR1 agonist	CRFR2-BP antag
Cc1ccc2ccccc2c1C(O)c1ncc(-c2ccccc2)[nH]1 (stereo unspecified)	/	-6	18	4	1	1	0	10	/
CC(=O)N1CCOc2ccc(S(=O)(=O)N3CCC(C(=O)Nc4ccc(C)c(C)c4)CC3)cc21	-0.2	0	0	-1	-5	-3	-12	2	12
CCc1ccc(CN2C(=O)CCC2(C)C(=O)NC2CCCC2)cc1 (stereo unspecified)	-0.9	6	2	1	9	7	8	3	-20
O=C(Nc1ccc(N2CCCCC2)cc1)c1cc([N+](=O)[O-])cc([N+](=O)[O-])c1	-1.1	2	1	-1	-2	-4	7	2	-3
Cn1ccc2c(N3CCCCC3)cc3c(c21)C1CCC3O1 (stereo unspecified)	/	-3	11	5	2	-1	-10	6	/
Cc1ccc(NC(=O)CN2CCc3ccccc3C2)cc1	0.6	-1	11	-1	0	-1	9	8	9
CCOC(=O)c1[nH]c(C)c(/C(O)=C2\C(=O)C(=O)N(CCN3CCOCC3)C2c2ccco2)c1C (stereo unspecified)	1.4	1	8	3	0	0	8	2	13
COc1cccc(NS(=O)(=O)c2ccc3[nH]cc(C(=O)NC4CC4)c(=O)c3c2)c1	-0.4	6	-8	-7	3	0	-20	11	2
O=C(CN1CCOCC1)n1c2ccccc2c2ccccc21	-2.1	-1	-8	6	6	-2	-3	11	12
COc1cc2c(C(F)(F)F)c(-c3ccc(C#N)cc3)oc(=O)c2cc1OC	-2.0	0	-9	8	3	2	18	1	9
O=C(c1ccc(Cl)cc1Cl)N1CCN(c2ccc(N3CCOCC3)nn2)CC1	0.9	2	13	3	6	4	-3	0	-12
CC(C)c1ccc(C(=O)NCCCN2CCOCC2)cc1	0.5	-2	17	8	-3	-2	-10	1	-5
COc1ccc(S(=O)(=O)N2CCC(N3CCN(c4ccccc4OC)CC3)CC2)cc1	0.8	1	11	-4	-3	-19	-19	0	1
CC[C@H]1OC(=O)[C@H](C)[C@@H](O[C@H]2C[C@@](C)(OC)[C@@H](O)[C@H](C)O2)[C@H](C)[C@@H](O[C@@H]2O[C@H](C)C[C@H](N(C)C)[C@H]2O)[C@](C)(O)C[C@@H](C)[C@@H]2N[C@@H](COCCOC)O[C@H]([C@H]2C)[C@]1(C)O	0.8	-3	-7	4	2	1	7	1	5
CCOC(=O)C1=CN2CCC[C@H]2CC1=O	0.3	5	-14	3	8	1	-11	4	-7
COCCCNC(=O)C1CC(=O)N(C2CCCC2)C1 (stereo unspecified)	-0.1	4	7	3	4	0	-25	12	9
Cn1c(=O)c2c(nc(NCCNC(=O)c3ccco3)n2Cc2ccccc2F)n(C)c1=O	0.1	1	5	13	2	-3	9	5	2
Cc1nc(-c2ccccc2)cs1	-3.2	6	26	-10	6	-1	-13	1	-4

Screening results: PubChem BioAssay, several laboratories

Random draw from the library; any-hit rate near 4.2%.
